Ecoli viability = reduces bacterial viability in AddAB counter-screen; E. coli V3065 growth, OD600 absorbance, 18 h; inhibition, % at 11.9 µM; actives 0.27% (n = 330,000); AID 449728;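 active = inhibition above the campaign's mean inhibition across all tested compounds plus 3 SD, cut at about 9.9% in these data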;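 also: uninfected addAB+ strain grown without phage in ampicillin broth; 0% = DMSO wells and 100% = ciprofloxacin 0.95 µg/ml wells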
DAGLB inhibitor = diacylglycerol lipase beta (human) inhibition | actives 0.059% (n = 340,000) | HEK293T DAGLB membrane lysate, EnzChek fluorogenic substrate | AID 504411 | inhibition, % at 5.17 µM; in the data active = inhibition above about 34%;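 also: 0% = enzyme with vehicle and 100% = wells lacking enzyme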
Target sequence (Q8NCG7 whole entry, looked up): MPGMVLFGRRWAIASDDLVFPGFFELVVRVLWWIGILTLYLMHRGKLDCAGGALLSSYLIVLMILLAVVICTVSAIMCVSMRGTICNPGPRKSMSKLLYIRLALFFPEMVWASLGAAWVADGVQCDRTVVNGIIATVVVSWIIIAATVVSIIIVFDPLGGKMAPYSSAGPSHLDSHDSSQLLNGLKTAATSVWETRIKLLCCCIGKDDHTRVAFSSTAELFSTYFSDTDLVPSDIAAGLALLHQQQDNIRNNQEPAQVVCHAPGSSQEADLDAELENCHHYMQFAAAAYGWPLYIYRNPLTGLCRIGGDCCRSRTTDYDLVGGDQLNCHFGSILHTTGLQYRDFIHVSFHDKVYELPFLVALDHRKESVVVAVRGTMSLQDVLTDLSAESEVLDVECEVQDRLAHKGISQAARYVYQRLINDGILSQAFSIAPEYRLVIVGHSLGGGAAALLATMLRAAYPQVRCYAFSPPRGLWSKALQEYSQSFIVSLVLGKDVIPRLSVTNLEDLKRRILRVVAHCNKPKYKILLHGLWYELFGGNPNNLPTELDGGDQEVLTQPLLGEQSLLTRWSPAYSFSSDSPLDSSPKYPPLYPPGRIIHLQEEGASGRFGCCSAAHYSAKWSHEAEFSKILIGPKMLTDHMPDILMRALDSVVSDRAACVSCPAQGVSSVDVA
PKA-R1A activ = PKA-R1A complex activation; actives 0.083% (n = 340,000); P00514+P68181; PKA-R1A dissociation, Cy5-IP20 fluorescence polarization; scaled: DMSO 0%, 113 µM cGMP 100%; activation, % at 11.4 µM;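 active = percent activation above the mean of all tested compounds plus 3 SD, cut at about 19% in these data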;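 also: higher means more PKAc released from R1A so a rise in polarization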
HTR5A ag ctr = counter-screen for OPRM1-OPRD1 agonists: human HTR5A agonism. P47898. HTR5A agonist assay, luminescence, cell-based. activation, % at 9.3 µM. actives 0.61% (n = 340,000). AID 504692; in the data active = activation mostly above about 9.5%, no sharp cut-off; inactive = mostly below about 7.6%;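 also: 0% = cells with vehicle only and 100% = reference agonist; strong numbers were not always called active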
Target sequence (P47898 whole entry, looked up): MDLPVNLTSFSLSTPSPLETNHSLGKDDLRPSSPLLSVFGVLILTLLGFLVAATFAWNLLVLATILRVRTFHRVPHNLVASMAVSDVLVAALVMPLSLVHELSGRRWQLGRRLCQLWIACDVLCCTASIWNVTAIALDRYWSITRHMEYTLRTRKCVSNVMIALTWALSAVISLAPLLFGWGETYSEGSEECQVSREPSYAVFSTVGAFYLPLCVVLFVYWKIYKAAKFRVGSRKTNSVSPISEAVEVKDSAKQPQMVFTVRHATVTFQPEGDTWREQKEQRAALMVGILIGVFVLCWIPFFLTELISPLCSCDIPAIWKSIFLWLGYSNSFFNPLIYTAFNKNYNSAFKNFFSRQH
PKA-R2B activ = activates the human PKA-R2B holoenzyme complex; P22694+P31323; PKA-R2B holoenzyme dissociation, Cy5-IP20 fluorescence polarization; R2B truncated from residue 108, S112A mutant; 0% DMSO only, 100% 113 µM cGMP; activation, % at 11.4 µM; actives 0.079% (n = 340,000);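 active = activation above a cutoff set at the mean over all compounds plus 3 SD, cut at about 18% in these data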;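 also: higher means more holoenzyme dissociation and a rise in polarization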
Tat export inh = E. coli Tat transport inhibition; E. coli MC4100 TorA-mCherry Tat export, fluorescence; actives 0.036% (n = 340,000); AID 488895; inhibition, % at 10 µM;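 active = mean replicate inhibition at least 50% and at least half of replicates individually reaching 50%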;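 also: exported cargo escapes ClpAP degradation while cytoplasmic cargo is degraded and loses fluorescence; 0% = median of neutral control wells and 100% = median of NaSCN control wells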
CDK5 inh = blocks human CDK5/p35 kinase activity; Recombinant CDK5/p35, ADP-Glo luminescence, 60 min; inhibition, % at 10 µM; actives 0.01% (n = 330,000); Q00535+Q15078;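 active = highest replicate inhibition of at least 50% and at least 75% of replicates reaching 50%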;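 also: plate controls were DMSO neutral control for no effect and GW8510 at 10 µM for full effect; many of its hits are not listed in these tables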
SUMO Mot1 rescue = blocks SUMOylation pathway, rescuing yeast Mot1-301 growth; S. cerevisiae Mot1-301 growth rescue, ATP luminescence, 38.5C; percent above DMSO median, 100 means doubled; growth rescue, % at 18.8 µM; actives 1% (n = 320,000); AID 2716;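 active = every valid replicate shows activation above 250% relative to neutral control wells; inactive = the rest, any valid replicate at or below 250%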;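 also: OY570 slx delta 5 strain wells were the positive control but not used for scaling; some compounds called inactive have numbers as strong as hits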
phage Ecoli inh = E. coli growth loss with phage present; growth absorbance; inhibition, % at 11.9 µM; actives 0.26% (n = 360,000); in the data active = inhibition above about 11%
AddAB inh = less growth of phage-infected E. coli with AddAB | E. coli expressing H. pylori AddAB, absorbance growth | actives 0.29% (n = 330,000) | inhibition, % at 11.9 µM | AID 435030; in the data active = inhibition above about 12%;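 also: 0% = vehicle wells of infected cells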
HTR5A inv ctr = HTR5A inverse agonism, opioid heterodimer counter-screen; P47898; HTR5A cell line, luminescence; inhibition, % at 9.3 µM; actives 0.083% (n = 340,000); AID 504634; in the data active = inhibition mostly above about 23%, no sharp cut-off; inactive = mostly below about 18%;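 also: 0% = cells with DMSO and 100% = no-cell wells with DMSO; some compounds called inactive have numbers as strong as hits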
* = called active by the depositor; i = inactive; / = no result given.

SMILES	Ecoli viability	DAGLB inhibitor	PKA-R1A activ	HTR5A ag ctr	PKA-R2B activ	Tat export inh	CDK5 inh	SUMO Mot1 rescue	phage Ecoli inh	AddAB inh	HTR5A inv ctr
COC(=O)CCc1c(C)c(C(=O)c2ccco2)c2ccccn12	0.4	1	-5	0	-5	1	1.3	220	2.7	1.4	-21
C=CCOC(=O)C1=C(C)NC(C)=C(C(=O)OCC=C)C1c1ccc(C)o1	-0.7	-2	-11	8	-3	12	-0.4	479	0.6	1.6	-11
Cc1ccc(C(=O)N2CCC(C(=O)NC3CCCC3)CC2)cc1	1.1	1	-1	2	-2	19	0.7	1	1.2	4.5	-6
Cc1ccc(C(=O)N/N=C\c2ccc3c(c2)OCO3)cn1	-2.0	-2	-11	5	-12	22	0.2	5	1.0	0.2	-14
CC(C)CC(=O)Nc1nc2ccc(S(=O)(=O)N3CCOCC3)cc2s1	0.2	3	-1	6	1	4	-0.6	207	1.1	-3.7	21
Cc1ccccc1OCc1nc2ccccc2c(=O)n1N	-2.2	-5	-7	6	-5	-5	0.8	i	2.6	3.0	-15
CCC(=O)N1CCc2cc(OC)c(OC)cc2C1COc1ccccc1OC (stereo not drawn)	/	-1	-1	-1	0	0	0.6	/	-0.8	/	33
COc1ccc(Cn2cnc3c([N+](=O)[O-])c(C)c(C)cc32)cc1	0.6	-4	-1	0	-7	-7	1.3	-8	1.9	2.4	2
O=C(CNS(=O)(=O)c1ccccc1)OCC(=O)c1ccc(OC(=O)c2ccccc2)cc1	-2.5	0	-6	-2	2	1	0.9	4	3.3	-0.1	-2
CCOC(=O)N1CCN(C(=O)C(NS(=O)(=O)c2cccc3nsnc23)c2ccccc2)CC1 (stereo not drawn)	0.1	0	-7	1	-6	-5	-0.8	1	1.5	-0.8	-1
Cc1ccsc1CN(C)C(=O)CCc1nnc(COc2ccccc2)o1	0.9	-1	9	1	-7	3	-0.1	-8	0.8	0.8	-17
CC(C)c1ccc(NC(=O)c2ccc(NC3=NC4CS(=O)(=O)CC4S3)cc2)cc1 (stereo not drawn)	-2.5	1	-1	-3	-4	-2	-1.3	0	3.9	0.3	8
CCN(CC)C(=O)CSc1nc(O)cc(=O)n1-c1ccccc1OC	-1.1	1	3	-3	-5	-6	1.3	6	/	0.2	11
CCCn1c(=O)c2ccccc2n2c(SCC(=O)/C(C#N)=C(\C)N)nnc12	-3.0	0	10	-4	-6	-9	0.3	-3	1.7	1.1	5
COc1ccc(CN2C(=O)c3cccnc3C2=O)cc1S(=O)(=O)N1CCOc2ccc(C)cc21	-0.5	-2	-11	5	-5	-1	-0.3	6	2.5	5.2	-17
Cc1c(C(=O)NCc2ccc3c(c2)OCO3)sc2nc(-c3ccccc3)cn12	-1.3	1	4	7	3	-1	0.4	29	2.1	-0.2	-9
CCOc1ccc(Oc2cc(C)nc(SC)n2)nn1	-2.5	-3	4	2	3	5	-0.6	2	2.9	0.8	-6
COc1ccc(CCNC(=O)c2sc(=S)n(C)c2N)cc1	1.1	0	-5	1	-14	-9	0.3	-3	1.6	-0.8	-32
CC(C)(C)NC(=O)CN(C(=O)CSc1nnc(COc2ccccc2)o1)c1cccc(F)c1	2.0	-4	-17	-3	-1	2	1.0	-32	0.8	0.7	3
Cc1nc2ccccc2c(=O)n1NC(=O)c1ccc(Cl)cc1	-1.2	2	1	5	0	-12	1.5	-2	0.7	-0.3	-17
O=C(CC12CC3CC(CC(C3)C1)C2)NC(=S)Nc1ccc(CN2CCOCC2)cc1	1.2	-3	-13	4	1	0	1.1	12	1.1	3.7	-11
COC(=O)c1ccc(CSc2nnc3sc4ccccc4n23)o1	1.7	0	-2	-4	-9	0	-1.3	/	1.8	1.5	11
Cc1noc(C)c1COc1ccc(C(=O)Nc2ccccc2)cc1	3.2	0	11	0	2	3	-1.1	-16	1.8	-0.3	-10
COC(=O)c1ccc(NC(=O)Nc2ccccc2F)cc1	-2.1	-3	-12	3	-2	0	6.5	-22	3.3	-0.3	-8
CC(=O)OC(C(=O)NCc1ccco1)c1cccnc1 (stereo not drawn)	0.4	3	-2	0	-5	-3	0.6	9	-0.3	1.7	20
COc1ccccc1N1CCN(CCCCCCOc2ccc(F)cc2)CC1	-0.1	-4	4	5	2	1	-0.3	-1	1.9	1.9	-17
CCOC(=O)c1c(C)n(CCOc2ccccc2)c2ccc(O)cc12	-1.7	2	2	2	7	-3	-0.4	-23	-1.2	-1.1	-6
Cc1nc2ccc(Cl)cc2nc1C	-0.2	0	-5	5	3	-5	-0.5	17	2.9	1.9	-12
CN(CC(=O)Nc1c(Cl)cccc1Cl)C(=O)Cc1ccc(S(=O)(=O)N2CCOCC2)s1	0.4	-1	1	-1	-3	0	2.0	17	1.8	0.6	17
O=C(CSc1nnc(-c2ccncc2)n1-c1ccccc1)Nc1ccc(C(=O)O)cc1	1.8	/	/	/	/	1	-0.3	65	4.7	1.0	/
CN(C)CCCN1c2ccccc2CCc2ccccc21	1.9	2	-19	-3	0	6	-0.7	-10	2.2	-0.4	11
Cn1c(=O)c2sccc2n2c(CCCC(=O)Nc3ccccc3)nnc12	0.4	1	7	0	6	-11	/	-10	0.5	1.5	-13
O=C(COC(=O)CCNS(=O)(=O)c1cccs1)Nc1ccccc1	-0.2	-2	-17	0	-1	-6	-0.2	-14	0.9	0.9	-1
COc1ccc([C@H](OC)[C@@]2(Cc3ccc(O)cc3)N=C(N)N(C)C2=O)cc1	-0.6	-1	5	5	2	-9	1.0	19	1.4	-0.3	-5
COc1ccc(Cl)cc1N/C(N)=N/c1nc(CSc2ccc(C)cc2)cc(=O)[nH]1	3.2	0	-9	5	-6	14	-0.4	2	2.5	0.0	-11
COc1ccc(CN(C)C(=O)CCN(c2ccccc2)S(=O)(=O)c2ccc(C)cc2)c(OC)c1	0.0	-8	-15	-5	-11	16	-0.7	116	4.9	-0.7	13
O=C(O)c1ccccc1C(=O)Nc1ccc(S(=O)(=O)Nc2ccc(F)cc2)cc1	-1.9	-3	6	1	-7	6	1.4	10	0.2	-1.3	-3
N=c1c2c(-c3ccccc3)c(-c3ccccc3)n(Cc3ccco3)c2ncn1CCCn1ccnc1	-2.3	2	-10	-3	-8	0	1.9	14	1.7	0.6	11
CCCCOC(=O)Nc1ccc(S(=O)(=O)Nc2onc(C)c2C)cc1	-2.1	2	-9	-1	-9	15	-5.5	-10	2.2	-0.8	4
CC(C(=O)OCC(=O)N1CCN(c2ccccc2)CC1)N1C(=O)c2ccccc2C1=O (stereo not drawn)	-1.4	-2	-2	19*	-1	-8	3.1	-14	0.1	-0.9	-47
C[C@H](NC(=O)[C@@H]1CSC2c3ccccc3C(=O)N21)C(=O)NCc1c(F)cccc1Cl (stereo partly drawn)	2.6	1	6	6	-4	-5	-3.8	7	3.7	1.2	2
O=C1C(=NO)CCc2ccccc21	/	1	1	-4	4	-20	1.8	/	0.9	/	14
CN(CC(=O)Nc1ccccc1Cl)C(=O)Cn1cnc2ccccc2c1=O	/	0	-15	-5	-14	1	0.6	/	-0.7	/	12
COC(=O)c1ccccc1OC(=O)c1ccc(Br)o1	0.5	-5	6	-3	7	-11	-3.9	-11	0.1	1.9	-4
C[C@H]1C=C(C(=O)O)O[C@@H](OCc2ccc(CO)cc2)C1	-1.6	-1	-2	4	-10	4	-0.7	-9	0.5	-1.0	-11
O=C(Nc1ccc2c(c1)C(=O)N(c1ccccc1)C2=O)c1cccs1	-1.1	-2	16	6	0	3	-1.1	12	3.5	4.1	-23
COc1ccc(/C=C/C(=O)OCC(=O)N2CCCCCC2)cc1OC	1.1	0	2	1	9	-1	-0.8	5	0.8	-1.6	-4
CC(NC(=O)CSc1nc(=O)cc(N)n1-c1ccccc1)c1ccccc1 (stereo not drawn)	-2.8	1	1	1	-11	-4	-0.1	-1	1.3	3.0	-4
COC(=O)c1cc(S(=O)(=O)NCC2CCN(Cc3ccc(Cl)cc3)CC2)c[nH]1	2.5	-1	-4	-3	-6	-2	-0.7	-1	0.0	3.7	10
Cc1cc(CNC(=O)Cc2c(F)cccc2Cl)nn1C	-1.0	-2	10	2	0	-4	-1.8	-18	/	0.3	-12
Cc1cccn2c(=O)c(/C=C(\C#N)C(=O)NC3CCS(=O)(=O)C3)c(Oc3ccccc3Cl)nc12 (stereo not drawn)	1.3	-2	-8	4	0	-2	0.5	-4	-1.1	4.2	-11
O=C(O)[C@H]1CCCC[C@H]1C(=O)Nc1ccc(S(=O)(=O)N2CCOCC2)cc1	0.8	2	12	3	-10	8	-0.5	21	-1.3	2.5	-8
CCN(CC)c1ccc(/C=N/N2CCN(Cc3cccc4ccccc34)CC2)c(O)c1	1.8	-4	-1	2	-11	5	-1.4	38	2.7	1.6	-4
O=C(COC(=O)c1ccc(F)cc1F)NC1CC1	-3.0	0	-2	-3	4	-6	0.5	-15	0.9	2.6	7
COc1ccc(-c2nc3cc([N+](=O)[O-])ccc3o2)cc1OC	1.4	-3	0	1	-2	-10	0.0	43	-0.8	-0.6	-1
CN(C)S(=O)(=O)c1cccc(NS(=O)(=O)c2ccc(Cl)s2)c1	-1.5	2	1	-1	-1	-8	-2.7	-13	2.9	3.2	4
C/C(Cc1ccccc1)=N\NC(=O)CCCCCC(=O)N/N=C(\C)Cc1ccccc1	-2.3	-1	9	1	-6	-6	-0.4	-3	0.9	-3.0	15
O=C(COC(=O)c1ccccn1)NC12CC3CC(CC(C3)C1)C2	2.2	1	5	1	3	-10	1.7	1	3.3	0.9	-2
O=C1CCCc2nc3c(cc21)C(O)Oc1c-3ccc2ccccc12 (stereo not drawn)	-2.0	-3	-8	2	-2	-3	2.5	-13	4.4	0.1	-5
COc1ccc(N(CC(=O)NC2CCCC2)C(=O)Cn2nnc(-c3ccc(F)cc3)n2)cc1	-3.1	-1	-7	1	-7	1	-0.7	-17	-0.7	-1.8	6
Other records:
SMILES	Ecoli viability	DAGLB inhibitor	PKA-R1A activ	HTR5A ag ctr	PKA-R2B activ	Tat export inh	CDK5 inh	SUMO Mot1 rescue	phage Ecoli inh	AddAB inh	HTR5A inv ctr
O=C(Cn1c(-c2ccccn2)nc2ccccc21)N/N=C/c1ccccn1	0.5	-2	3	/	-6	-11	0.5	17	2.4	0.7	/
COCc1cc(NCc2ccc(Cl)cc2)nc(C)n1	2.0	-2	1	-3	-15	-3	-1.0	478	2.2	0.4	10
N/C(=N\NC(=O)c1sccc1OCc1ccc(Cl)cc1Cl)c1ccccn1	1.1	4	-1	1	-5	-4	-4.5	529*	4.6	-4.1	-2
CC(C)C(NC(=O)c1c(F)cccc1F)C(=O)N1CCN(S(=O)(=O)c2ccc(F)cc2)CC1 (stereo not drawn)	2.6	1	5	3	-9	0	0.2	36	4.8	3.4	-11
